Screening results (PubChem)
Integrin act MD: activates integrin-mediated alleviation for muscular dystrophy | alpha7betagal myoblasts, beta-gal FDG fluorescence, 48 h | Potency, µM (top dose mostly 38.3 µM), without a hit: top-dose activation, hits mostly activators | 350,000 compounds, 0.064% hits | AID 624291;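 also: potency is read from the fitted curve at half-maximal effect; 100% = response of the positive control SU9516; nearly all actives have a fitted effect of over 60% in size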
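Alpha7betagal+/- myoblasts (passage 13) were plated 16-24 hr, then exposed to compounds (1:260 dilution of DMSO stock) for 48 hours at 37C. After MPER lysis, β-galactosidase reporter activity was read as FDG fluorescence (ex 480/em 540) after 30 minutes.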
Mito fusion act: blocks mitochondrial division or promotes mitochondrial fusion | S. cerevisiae fusion-defective mutant growth rescue, CellTiterGlo 48 h | Potency, µM (doses to about 46.1 µM), inactives show at the top dose growth rescue (activation), usual class: activators | 320,000 compounds, 0.23% hits;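 also: potency is read from the fitted curve at half-maximal effect; % of control where 0% means no effect; nearly all actives have a fitted effect of over 45% in size; temperature-sensitive fusion mutants such as fzo1-1 at 37 °C on non-fermentable ethanol glycerol medium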
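Yeast fusion mutant, YPEG (non-fermentable carbon), compound, 48 h at 37C non-permissive; CellTiterGlo added, 10 min RT, luminescence read. Rescued growth = division inhibition.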
MLL CXXC-DNA inh: MLL CXXC-DNA interaction inhibition; MLL-CXXC / FITC-HOXA9 DNA fluorescence polarization; Potency, µM (titrated, usually from 115 µM), inactives show at the highest dose activity change, negative = inhibition, actives largely listed as inhibitors; 290,000 compounds, 0.037% hits; AID 2662; active = well fitted inhibition curve with a large enough effect in the polarisation, with a control signal flat, not every such curve was filed as active; inconclusive = small, poorly fitted or top-dose-only effect, or effect the other way, or a change in a side signal; inactive = no such curve, though single readings can be large or run the other way; the % refers to the polarisation; also: potency is read from the fitted curve at half-maximal effect
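Steps: dispense CXXC domain solution (7 uM) → pin compounds or unlabeled HOX-A9 DNA control → 5 min ambient → add FLSN-HOX-A9 solution (50 nM) → spin → 30 min ambient → fluorescence polarization. Tris pH 7.5/NaCl/DTT/BSA buffer.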
TCR activator: T cell receptor activation. 330,000 tested, under 10 active. primary human leukocytes, anti-CD3, IL-2 HTRF, 48 h. Potency, µM (series often up to 9.22 µM), for the others: at the highest dose activation of IL-2 secretion, usual class: activators; also: % of control where 0% means no effect
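Using a-CD3 beads without co-stimulation, primary human leukocytes were exposed to compounds for 48 hr. An HTRF IL-2 kit measured the cytokine, with europium-to-d2 energy transfer producing emission at 665nm upon 320nm excitation.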
AT treatment: potential ataxia-telangiectasia treatment; […] A-T fibroblasts, KAP-1 phosphorylation AlphaLISA; neocarzinostatin DNA damage 30 min before lysis; Potency, µM (highest dose often 57.5 µM), inactives show at the top dose activation, usual class: activators; 320,000 compounds, 0.19% hits; AID 485349; also: potency is read from the fitted curve at half-maximal effect; % of control where 0% means no effect; nearly all actives have a fitted effect of over 45% in size
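ATM-like activity read as KAP-1 phosphorylation via AlphaLISA donor/acceptor antibody pairs after lysis and 6 hr at 25C. Cells were ATM-null patient fibroblasts ([…], hTERT), dosed 60 min, then exposed to the DSB inducer NCS for 30 min.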
Menin MLL FP TR: menin-MLL binding inhibition, Texas Red mutant peptide; O00255; Menin + Texas Red MLL mutant peptide, fluorescence polarization; Potency, µM (highest dose often 61.6 µM), for inactives: top-dose FP activity change, negative = inhibition, hits mostly inhibitors; 270,000 compounds, 0.23% hits; AID 1768; active = well fitted inhibition curve with a large enough effect in the polarisation, with a control signal flat, not every such curve was filed as active; inconclusive = small, poorly fitted or top-dose-only effect, or effect the other way, or a change in a side signal; inactive = no such curve, though single readings can be large or run the other way; the % refers to the polarisation; also: potency is read from the fitted curve at half-maximal effect; % of control where 0% means no effect; many of its hits are not listed in these tables
Target sequence (O00255 whole entry, looked up): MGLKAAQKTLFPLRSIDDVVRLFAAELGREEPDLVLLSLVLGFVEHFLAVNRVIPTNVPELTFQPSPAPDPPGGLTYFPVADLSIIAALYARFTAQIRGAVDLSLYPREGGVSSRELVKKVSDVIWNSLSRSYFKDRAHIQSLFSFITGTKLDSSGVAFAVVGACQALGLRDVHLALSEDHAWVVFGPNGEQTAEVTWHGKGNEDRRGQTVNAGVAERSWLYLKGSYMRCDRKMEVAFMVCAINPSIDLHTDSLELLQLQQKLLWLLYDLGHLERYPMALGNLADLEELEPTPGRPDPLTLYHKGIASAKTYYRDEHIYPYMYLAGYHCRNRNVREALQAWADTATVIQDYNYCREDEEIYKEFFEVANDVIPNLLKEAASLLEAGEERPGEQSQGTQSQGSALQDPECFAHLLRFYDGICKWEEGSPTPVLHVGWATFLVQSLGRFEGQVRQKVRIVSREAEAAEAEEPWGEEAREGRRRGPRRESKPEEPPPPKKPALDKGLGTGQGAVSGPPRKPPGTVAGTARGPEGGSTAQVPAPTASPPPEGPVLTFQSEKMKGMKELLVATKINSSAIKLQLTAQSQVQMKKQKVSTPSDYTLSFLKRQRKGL
TSG101-PTAP inh: blocks PTAP/TSG101 interaction to inhibit HIV-1 budding; Q99816; Fluorescence polarization, FITC-PTAP peptide / Tsg101 binding; Potency, µM (doses to about 115 µM), for the others: top-dose activity change, negative = inhibition, hits mostly inhibitors; 340,000 tested, under 10 active; active = well fitted inhibition curve with a large enough effect in the main read-out, with a control signal flat, not every such curve was filed as active; inconclusive = small, poorly fitted or top-dose-only effect, or effect the other way, or a change in a side signal; inactive = no such curve, though single readings can be large or run the other way; also: potency is read from the fitted curve at half-maximal effect; % of control where 0% means no effect
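Tsg101 binding domain (10 uM final) was mixed with compound and a FITC-labeled PTAP peptide (50 nM final) in HEPES pH 7.5 buffer with NaCl, Tween 20, EDTA and TCEP; fluorescence polarization was read after 20 min at r.t.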
S-ASM inh: inhibitors of human secretory acid sphingomyelinase. placental ASM, HMU-PC fluorogenic substrate, 60 min. Potency, µM (top dose mostly 57.5 µM), for inactives: at the top dose activity change, negative = inhibition, hits mostly inhibitors. 340,000 compounds, 0.006% hits. AID 504937; also: potency is read from the fitted curve at half-maximal effect
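Human placenta-derived ASM preincubated with compound 10 min at room temperature, then reacted with 9 uM (final) fluorogenic HMU-PC substrate for 60 min at 37 C. Stop solution raises pH to 10; fluorescence read at Ex 386/Em 447 nm.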
TSHR antagonist: human thyrotropin receptor antagonism | 330,000 compounds, 0.2% hits | TSHR-expressing cells, TSH-stimulated cAMP HTRF, 2 h; active compounds read low | activity change, negative = inhibition, % at 11.5 µM;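 active = activity change below a set negative limit, meaning inhibition stronger than a set level, cut at about -70% in these data; inconclusive = activity change between two set negative limits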; also: % is scaled to controls: 0 for no effect and ±100 for the full control effect
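Antagonism was scored as loss of TSH-driven cAMP in TSHR cells, stimulated with 4nM TSH (EC80) for 2 hours at 37 deg C and detected by homogeneous HTRF competition immunoassay.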
MBNL1-CUG inh: blocks human MBNL1 binding to CUG repeat RNA. TR-FRET MBNL1-His/biotin-(CUG)12 binding, 665/545 ratio. Q9NR56. Potency, µM (doses to about 57.5 µM), for inactives: at the highest dose activity change, negative = inhibition, usual class: inhibitors. 280,000 compounds, 0.036% hits; active = well fitted inhibition curve with a large enough effect in the signal ratio, with a control signal flat, not every such curve was filed as active; inconclusive = small, poorly fitted or top-dose-only effect, or effect the other way, or a change in a side signal; inactive = no such curve, though single readings can be large or run the other way; the % refers to the signal ratio; also: potency is read from the fitted curve at half-maximal effect; % is scaled to controls: 0 for no effect and ±100 for the full control effect
Target sequence (Q9NR56 whole entry, looked up): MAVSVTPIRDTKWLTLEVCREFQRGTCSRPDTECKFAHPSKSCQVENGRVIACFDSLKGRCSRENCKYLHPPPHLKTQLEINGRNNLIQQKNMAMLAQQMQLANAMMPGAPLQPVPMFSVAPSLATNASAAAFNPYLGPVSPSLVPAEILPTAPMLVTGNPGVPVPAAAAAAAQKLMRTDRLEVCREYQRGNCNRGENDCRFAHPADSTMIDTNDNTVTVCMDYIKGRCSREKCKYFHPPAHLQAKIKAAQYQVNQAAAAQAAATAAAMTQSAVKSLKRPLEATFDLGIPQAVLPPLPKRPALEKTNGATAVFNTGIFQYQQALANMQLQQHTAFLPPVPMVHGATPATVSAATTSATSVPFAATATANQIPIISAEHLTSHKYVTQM
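MBNL1-His + Biotin-(CUG)12, cpd titration 92 nM–58 uM; Tb anti-His Ab 0.055 ng/ul, SA-XL665 5 nM (final); 60 min RT; ratiometric 665/545 nm, Ex 340 nm; normalized to buffer and full-complex controls.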
Numbers without * were called inactive; ? = inconclusive; . = no result given; & = joins results of further samples; [ ] = dose if it differs, or a comment. Unless noted, calls follow the shape of the dose curve; as a rule, active = well fitted curve in the direction sought with a large enough effect; inconclusive = small, poorly fitted or top-dose-only effect, or another doubt; inactive = no such curve, though single readings can be large; an effect the other way counts as inactive or inconclusive. The list is partial (hit frequency here may not be typical).

SMILES	Integrin act MD	Mito fusion act	MLL CXXC-DNA inh	TCR activator	AT treatment	Menin MLL FP TR	TSG101-PTAP inh	S-ASM inh	TSHR antagonist	MBNL1-CUG inh
COc1cccc(-c2nn(-c3ccccc3)cc2CN(C)C(C)c2ccon2)c1 (stereo not drawn)	2%	23%	-10%	-1%	11%	?	0%	-3%	27	-7%
CCCCOC(=O)n1c(SCC(=O)N(C)C)nc2ccccc21	6%	2%	54%[activator]	.	-4%	-9%	.	-3%	-13	1%
CC(NS(=O)(=O)c1ccccc1)C1COc2ccccc2O1 (stereo not drawn)	15%	5%	22%	5%	-1%	10%	-3%	-4%	-5	0%
C/C(=N/NC(=O)c1cccs1)c1ccc(N2CCOCC2)cc1	24%	-9%	0%	1%[46.1 µM]	-3%	1%	-3%	151%	-9	-5%[11.5 µM]
Cc1c(C(=O)NCc2ccc(S(N)(=O)=O)cc2)oc2ccc(Cl)cc12	-11%	0%	4%	2%	-4%	0%	-1%	-1%	2	-1%
COc1cc(SC)ccc1C(=O)N(C)Cc1ccccc1	6%	4%	1%	2%	-4%	10%	-3%	7%	-1	-1%
O=[N+]([O-])c1cn(Cc2ccc(Cl)cc2)cn1	18%	1%	-12%	0%	6%	-9%	-3%	0%	-5	9%
Cc1ccccc1CSc1nnc(-c2ccccn2)n1N	7%	-3%	2%	-1%	9%	1%	-2%	6%	6	16%
CC(C)n1cc(/C=C2\NC(=O)N(c3cccc(Cl)c3)C2=O)c2ccccc21	9%	-1%	19%	-3%	-1%	8%	-1%	86%[activator]	-8	6%
COCCN(Cc1cn(C)nc1-c1ccccc1F)C(C)C	-33%	5.6µM*	-2%	4%	-3%	-11%	-5%	0%	-1	-11%
C=CCOc1ccc(C(=O)CC)cc1OC	-8%	-3%	2%	3%[46.1 µM]	5%	-17%	-1%	2%	31	-8%
O=C(Nc1cccc(Cl)c1)c1cc(S(=O)(=O)N2CCCCC2)c[nH]1	-15%	1%	25%	2%	9%	-22%	0%	-1%	-15	-2%
c1ccc(C(c2c[nH]c3ccccc23)c2c[nH]c3ccccc23)nc1	-3%	-1%	14%	-1%	-2%	?	-4%	0%	-42	-1%
Cn1c(=O)[nH]c(=O)c2c1nc1n2CC(O)CN1c1ccccc1 (stereo not drawn)	-20%	3%	-10%	1%	0%	14%	2%	0%	5	-7%
Cc1occc(=O)c1O	.	-2%	13%	0%	5%	1%&1%	-4%	-5%	2	-21%
CCOC(=O)N1CCN(C(=O)C2CCN(C(=O)c3ccc(C(C)(C)C)cc3)CC2)CC1	12%	-8%	1%	-2%	2%	?	1%	-1%	-7	-3%
Cc1nn(CC(=O)N2CCN(C)CC2)c(=O)c2ccccc12	3%	3%	-3%	.	-6%	25%	-1%	0%	3	-7%
O=C(CC1SC(N2CCOCC2)=NC1=O)Nc1ccc(Cl)cc1 (stereo not drawn)	2%	5%	.	1%	1%	.	-3%	-3%	-2	.
O=S(=O)(Nc1nc(SCc2ccc(Cl)cc2)n[nH]1)c1ccccc1	2%	10%	2%	0%	2%	.	-4%	-7%	-14	1%
COC(=O)[C@@H](NC(=O)NCc1ccccc1Cl)C(C)C	38%	4%	0%	-2%	-4%	21%	-5%	-1%	-2	0%
Cc1cccc(C(=O)NCCc2csc(C)n2)c1	-2%	-1%	-4%	9%	7%	0%	-3%	2%	10	0%
O=C(NCc1csc(-c2cccs2)n1)Nc1cccc(Cl)c1	-23%	-7%	-9%	2%	7%	.	0%	-1%	-3	10%
COc1ccccc1C(=O)NC(CCSC)C(=O)N1CCN(C(C)=O)CC1 (stereo not drawn)	-5%	0%	.	.	9%	.	-3%	5%	3	.
Cc1cccc(-n2c(-c3csc(C)c3C)n[nH]c2=S)c1	24%	18%	1%	-2%[46.1 µM]	-3%	-7%	2%	-1%	-7	2%
O=C(CCNC(=O)c1ccc(Br)cc1)Nc1ccccc1N1CCOCC1	18%	7%	.	5%	1%	.	1%	2%	0	.
More compounds follow.
SMILES	Integrin act MD	Mito fusion act	MLL CXXC-DNA inh	TCR activator	AT treatment	Menin MLL FP TR	TSG101-PTAP inh	S-ASM inh	TSHR antagonist	MBNL1-CUG inh
COc1ccccc1OCCn1c(C(C)O)nc2ccccc21 (stereo not drawn)	-11%	-1%	5%	-3%	9%	-3%	-5%	3%	14	3%
O=S(=O)(Nc1ccc2nc(-c3ccco3)[nH]c2c1)c1ccccc1	0%	0%	16%	2%	-1%	?	-3%	0%	30	-1%
C[C@H]1CN([C@@H](C)CO)C(=O)c2cccc(NC(=O)Nc3ccc(C(F)(F)F)cc3)c2O[C@@H]1CN(C)C(=O)Nc1ccc(F)cc1	-42%	.	.	10%	-5%	.	-5%	-19%	-16	.
COC(=O)C1CCCN1C(=O)c1cccs1 (stereo not drawn)	11%	-3%	0%	7%	0%	6%	-6%	-3%	19	6%
CC(C)n1nnnc1SCC(=O)N1N=C(c2cccs2)CC1c1cccs1 (stereo not drawn)	0%	8%	.	5%	4%	.	2%	-3%	6	.
CC(=O)c1cccc(NC(=S)NCCc2ccc(Cl)cc2)c1	-34%	8%	-2%	4%	1%	?	1%	-1%	-4	0%
COc1ccc(NC(=O)COC(=O)c2cccn2C)cc1S(=O)(=O)N1CCCCC1	0%	.	.	-1%[46.1 µM]	11%	.	-5%	-2%	-9	.
O=C(Cn1cc([N+](=O)[O-])ccc1=O)NCc1ccc(Cl)cc1Cl	13%	-8%	-1%	-1%	20%	.	-5%	2%	7	-3%
O=C(COC(=O)c1ccccc1OC(F)F)Nc1ccc(N2CCCCC2)cc1	5%	-2%	.	-6%	-16%	.	0%	-5%	-1	.
CC(C)=CC(=O)O[C@H]1[C@@H]2[C@H](C)C(=O)O[C@@H]2C[C@@H](C)[C@@H]2[C@@H](O)CC(=O)[C@]21C	-12%	-14%	5%	1%	23%	.	0%	20%	2	-3%
C=CCc1cccc(/C=N/NC(=O)C(C)Nc2ccc(C)cc2)c1O (stereo not drawn)	1%	-7%	6%	-3%[46.1 µM]	-10%	?	-7%	13%	-5	-11%
Cc1cc(C)nc(SCCn2c(N3CCC(C)CC3)nc3c2c(=O)n(C)c(=O)n3C)n1	.	-2%	3%	.	0%	11%	.	.	-7	11%
O=C(c1cccs1)N1C(=O)c2cccc3cccc1c23	13%	8%	279%[activator]	-2%	5%	5%	-1%	6%	5	?
O=C(c1cc([N+](=O)[O-])ccc1Cl)N1c2ccccc2Sc2ccccc21	16%	?	1%	-11%[46.1 µM]	-1%	2%	-1%	-8%	-19	6%
COc1ccc(C(=O)CN2CCN(S(=O)(=O)c3cccc([N+](=O)[O-])c3)CC2)cc1OC	-33%[inhibitor]	-7%	?	-3%[46.1 µM]	6%	-2%	-1%	0%	0	?
CCOC(=O)c1cc(S(=O)(=O)NC2CCC(C)CC2)cn1C (stereo not drawn)	20%	7%	-1%	3%	1%	.	1%	0%	-5	1%
Cc1c(NC(=O)Nc2ccc(Cl)cc2)c(=O)n(-c2ccccc2)n1C	14%	-1%	8%	.	12%	-10%	-4%	1%	2	0%
CCC1NC(C(=O)O)Cc2c1[nH]c1ccccc21 (stereo not drawn)	-3%	0%	.	2%	9%	.	-7%	27%	-8	.
CCOc1ncccc1C(=O)OCC(=O)c1ccc(Br)s1	-25%	.	.	-1%	17%	.	-3%	-4%	12	.
O=C(NCc1ccc(F)cc1Cl)C1CC(=O)N(C2CCCCCCC2)C1 (stereo not drawn)	-22%	-4%	-2%	-7%	-3%	-1%	-1%	11%	3	1%
CCOC(=O)c1sc(=S)n(CC)c1NC(=O)CC	-11%	3%	16%	-5%	2%	7%	-9%	9%	2	8%
C[C@@H]1CN([C@@H](C)CO)C(=O)c2cc(NC(=O)Nc3ccc4c(c3)OCO4)ccc2O[C@H]1CN(C)S(=O)(=O)c1cn(C)cn1	-14%	.	.	4%	0%	.	-3%	0%	-9	.
CCc1ccccc1NC(=O)CSc1nnc([C@@H](NC(=O)OC(C)(C)C)C(C)CC)o1 (stereo partly drawn)	-7%[7.66 µM]	1%	-14%	0%	4%	-12%	-2%	-3%	-8	12%
COc1ccc(NC2CCCN(C(=O)c3cccc(N(C)C)c3)C2)cc1 (stereo not drawn)	33%	3%	1%	3%	-7%	-16%	-1%	0%	11	5%
